EPAC2 ag: EPAC2 (human) agonism | Q8WZA2 | EPAC2 activation, biochemical qHTS; response scale: 100% = 6.5 mM cAMP response | Potency, µM (highest dose often 154 µM), without a hit: at the top dose activation, hits mostly activators | 360,000 tested, 0.079% active; also: potency is read from the fitted curve at half-maximal effect; nearly all actives have a fitted effect of over 50% in size
Target sequence (Q8WZA2 whole entry, looked up): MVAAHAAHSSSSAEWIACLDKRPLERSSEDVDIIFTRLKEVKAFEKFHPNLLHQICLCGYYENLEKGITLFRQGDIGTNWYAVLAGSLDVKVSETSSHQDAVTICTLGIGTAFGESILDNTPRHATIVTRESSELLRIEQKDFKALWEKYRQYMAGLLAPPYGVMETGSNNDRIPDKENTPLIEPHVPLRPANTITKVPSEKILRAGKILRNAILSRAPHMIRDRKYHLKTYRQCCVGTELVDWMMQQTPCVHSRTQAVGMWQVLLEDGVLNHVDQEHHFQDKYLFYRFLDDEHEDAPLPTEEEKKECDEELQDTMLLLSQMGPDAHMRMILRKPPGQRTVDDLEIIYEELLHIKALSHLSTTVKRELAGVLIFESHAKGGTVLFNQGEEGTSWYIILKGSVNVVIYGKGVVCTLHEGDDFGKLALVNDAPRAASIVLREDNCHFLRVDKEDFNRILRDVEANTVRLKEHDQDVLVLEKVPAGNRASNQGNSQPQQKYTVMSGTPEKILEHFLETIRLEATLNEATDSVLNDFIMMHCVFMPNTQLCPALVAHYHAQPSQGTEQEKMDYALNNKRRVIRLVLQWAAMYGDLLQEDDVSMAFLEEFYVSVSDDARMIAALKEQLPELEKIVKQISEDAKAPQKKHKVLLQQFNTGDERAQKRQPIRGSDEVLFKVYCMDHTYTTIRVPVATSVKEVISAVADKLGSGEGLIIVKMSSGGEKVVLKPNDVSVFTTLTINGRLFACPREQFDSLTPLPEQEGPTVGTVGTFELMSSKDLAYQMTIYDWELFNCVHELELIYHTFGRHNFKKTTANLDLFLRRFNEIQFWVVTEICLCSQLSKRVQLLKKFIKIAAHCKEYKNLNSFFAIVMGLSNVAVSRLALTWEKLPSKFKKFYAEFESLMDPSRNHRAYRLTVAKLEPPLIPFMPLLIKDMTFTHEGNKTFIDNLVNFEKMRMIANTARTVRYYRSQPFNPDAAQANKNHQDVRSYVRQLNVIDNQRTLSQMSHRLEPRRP
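Nucleotide exchange monitored as fluorescence drop when BODIPY-GDP leaves Rap1B. Reaction: 100 nM EPAC2, 250 nM RAP1B-BODIPY-GDP, 50 uM GDP, room temperature, kinetic read over 30 min. Activity expressed relative to 6.5 mM cAMP.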
ATXN2 expr inh: ATXN2 expression inhibition; AID 1745845; HEK-293 ATXN2-luciferase reporter, luminescence, 24 h; Potency, µM (titrated, usually from 57 µM), for the others: at the highest dose activity change, negative = inhibition, hits mostly inhibitors; 360,000 tested, 0.72% active; also: potency is read from the fitted curve at half-maximal effect; % is scaled to controls: 0 for no effect and ±100 for the full control effect; nearly all actives have a fitted effect of over 55% in size
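qHTS (up to 57 uM final) was run with 24 h compound exposure of reporter cells at 37 °C. Each well was multiplexed: SteadyGlo luminescence measured ATXN2-luciferase expression after a fluorogenic Gly-Phe-AFC viability readout (25 uM final).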
IL2 activator: IL-2 activation. IL-2 activation reporter assay, cell-based qHTS; stimulated with anti-CD3/CD4/CD28 beads; in transgenic mouse T cells. activation, % (series mostly up to about 46 µM). 360,000 tested, 0.065% active; in the data active = activation above about 50%; inconclusive = mostly about 30% to 49%; also: 0% is about no effect
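EGFP and DsRed fluorescence is measured by plate cytometry in unstimulated transgenic mouse T cells exposed to compound for 60 minutes, then stimulated 18 hours at 37 degrees C with anti-CD3/anti-CD4 beads plus anti-CD28.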
HepG2 tox: kills HepG2 cells in TGF-b inhibitor counter-screen. HepG2 CAGA-GFP viability, ATP luminescence, 18 h. Potency, µM (highest dose often 46.1 µM), for the others: at the highest dose activity change, negative = cytotoxicity, actives largely listed as cytotoxic. 410,000 tested, 0.76% active; also: potency is read from the fitted curve at half-maximal effect; some results filed as inactive show a strong effect at the top dose
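HepG2 CAGA-GFP cells (1000/well, DMEM with 1% FBS) received compound, then TGF-beta at 500 pg/mL final, and were incubated 18 hours at 37 degrees C. Viability was read by CellTiter-Glo luminescence. Media-only wells were set as complete cell-killing and DMSO as no toxicity.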
Nrf2 ARE act: Nrf2 pathway activation | AREc32 ARE-luciferase reporter (MCF7-derived line), luminescence, 24 h | Potency, µM (highest dose often 46.1 µM), for inactives: at the highest dose activation, usual class: activators | 410,000 tested, 0.31% active; also: potency is read from the fitted curve at half-maximal effect; % of control where 0% means no effect; nearly all actives have a fitted effect of over 65% in size
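ARE activation measured as luciferase luminescence (Steady-Glo, 30 min RT) in AREc32_Fluc cells after 24 hr compound exposure at 37 deg C, 5% CO2; cells seeded overnight at 1000/well in OPTI-MEM, 5% FBS.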
Nrf2 inh: Nrf2 pathway inhibition; 360,000 tested, 2.1% active; Potency, µM (series often up to 46 µM), for inactives: at the highest dose activity change, negative = inhibition, usual class: inhibitors; A549 ARE-Fluc reporter, luciferase luminescence, 18-24 h; also: potency is read from the fitted curve at half-maximal effect; % is scaled to controls: 0 for no effect and ±100 for the full control effect; nearly all actives have a fitted effect of over 60% in size
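Reporter: ARE-Fluc in A549. Exposure: 18-24 h, 37 °C, 5% CO2, 5% FBS OPTI-MEM. Readouts: fluorescent cytotoxicity (CellTiter-Fluor), then luminescent Nrf2 signal after BugLite.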
A549 viability: counter-screen for Nrf2 inhibitors: cytotoxicity in A549 cells | A549 ARE-Fluc cells, CellTiter-Fluor viability, 18-24 h | Potency, µM (titrated, usually from 46 µM), for the others: top-dose activity change, negative = cytotoxicity, most hits filed as inhibitors | 390,000 tested, 0.16% active; also: potency is read from the fitted curve at half-maximal effect; % is scaled to controls: 0 for no effect and ±100 for the full control effect
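Cytotoxicity counterscreen: CellTiter-Fluor fluorescence was measured in A549 ARE_Fluc cells after 18-24 h of compound exposure in a concentration series. The subsequent BugLite luminescent read reports ARE-luciferase activity.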
TGFb SMAD3 inh: blocks TGF-b signaling | 410,000 tested, 1.2% active | Potency, µM (highest dose often 46.1 µM), without a hit: at the top dose activity, negative = inhibition, hits mostly inhibitors | HepG2 CAGA-GFP TGF-b/SMAD3 reporter, GFP fluorescence, 18 h; TGF-beta stimulated, 500 pg/mL final | AID 588855; also: potency is read from the fitted curve at half-maximal effect; % is scaled to controls: 0 for no effect and ±100 for the full control effect; nearly all actives have a fitted effect of over 65% in size
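HEPG2 CAGA-GFP reporter cells (1000/well, DMEM with 1% FBS) received compounds, then recombinant TGF-beta at 500 pg/mL final for 18 hours at 37 degrees C. Per-cell GFP summed per well was normalised to unstimulated and stimulated DMSO controls before curve fitting.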
S2 tox: viability counter-screen for ATXN expression inhibitors; S2 cells (HEK-293 line with an ATXN2-luciferase reporter) viability, CellTiter-Fluor protease fluorescence, 24 h; 400,000 tested, 0.49% active; AID 651635; Potency, µM (highest dose often 56.7 µM), usual class: cytotoxic; also: potency is read from the fitted curve at half-maximal effect; nearly all actives have a fitted effect of over 40% in size
* = called active by the depositor; i = inactive; u = inconclusive; x = no result given; [ ] = another dose, or the depositor's remark. Unless noted, calls follow the shape of the dose curve; as a rule, active = well fitted curve in the direction sought with a large enough effect; inconclusive = small, poorly fitted or top-dose-only effect, or another doubt; inactive = no such curve, though single readings can be large; an effect the other way counts as inactive or inconclusive. Random draw from the library. About 4.3% of those tested had a hit in this group.

(1) CC(C)CC1(C)NC(=O)N(CC(=O)N2C(C)CCCC2C)C1=O (configuration not stated)
(2) Cc1cc(C)nc(SCC(=O)Nc2nonc2N)n1
(3) Cc1cccc(CNC(=O)c2ccc(NC(=O)N3CCSc4ccccc43)cc2)c1
(4) COc1ccc(C2=Nn3c(nnc3-c3ccccc3F)SC2)cc1OC1CCCC1
(5) CC1CCc2c(sc3nc(CN4CCOCC4)nc(Sc4ccccc4)c23)C1 (configuration not stated)
(6) Cc1ccc2sc(N(CCN(C)C)C(=O)/C=C/c3cccs3)nc2c1C
(7) COc1ccc(C2(CNC(=O)c3ccc(OCC(C)C)cc3)CCOCC2)cc1
(8) Cc1cc(C(=O)NCc2ccco2)sc1C
Screen / compound no.	1	2	3	4	5	6	7	8
EPAC2 ag	9%	4%	x	14%	5%	5%	-1%	4%
ATXN2 expr inh	0%	-25%	-7%	-58%	2%	x	-7%	5%
IL2 activator	0.5	0.4	x	-0.5	1.5	0.9	1.0	-0.6
HepG2 tox	0%	10%	-14%	-67%	-2%	-9%	3%	-1%
Nrf2 ARE act	-0.2%	0.4%	-0.5%	-0.9%	0.3%	u	0.2%	4.2%
Nrf2 inh	14%	-5%	u	u	16%	u	-15%	7%
A549 viability	5%	2%	0%	-24%	1%	15%	-4%	0%
TGFb SMAD3 inh	-3%	-2%	-13%	13µM*	-11%	-2%	-2%	-7%
S2 tox	i	i	u	u	i	i	i	i

(9) Cc1c(NC(=O)Nc2ccc(Cl)cc2)c(=O)n(-c2ccccc2)n1C
(10) Cc1ncc2c(c1OC(=O)c1ccc([N+](=O)[O-])cc1)COC(C)(C)OC2
(11) Cc1ccc(C)c(NC(=O)Cn2nc(C(F)(F)F)cc2C2CC2)c1
(12) COCCNC(=O)C(c1ccc(O)cc1)N(Cc1ccccc1)C(=O)CCC(=O)Nc1ccccn1 (configuration not stated)
(13) COC(=O)C1=C(C)N(C)C(C)=C(C(=O)OC)C1c1ccccn1
(14) Cc1ccc(SCc2[nH]nc3c2C(c2ccco2)C(C#N)=C(N)O3)cc1 (configuration not stated)
(15) CCOc1ccc(-c2n[nH]c(C)c2Oc2ccc(OC)cc2)c(O)c1
(16) COc1cc2c(cc1OC)C(C)N(S(=O)(=O)c1cn(C)c(C)n1)CC2 (configuration not stated)
Screen / compound no.	9	10	11	12	13	14	15	16
EPAC2 ag	-1%	18%	-2%	11%	8%	5%	14%	6%
ATXN2 expr inh	-13%	3%	-25%	-14%	5%	-7%	-21%	-6%
IL2 activator	-3.7	-0.3	-1.0	-0.5	2.7	0.9	0.1	0.2
HepG2 tox	6%	-2%	-16%	-11%	3%	13µM*	13µM*	3%
Nrf2 ARE act	-0.9%	0.5%	0.1%	-0.4%	2.5%	17%	2.3%	3.3%
Nrf2 inh	-5%	17%	x	-8%	20%	4%	-27%	-7%
A549 viability	-4%[1.84 µM]	-3%	17%	7%	-2%	-3%	-8%	-11%
TGFb SMAD3 inh	1%	2%	13%	11%	-24%	u	u	-1%
S2 tox	i	i	i	i	i	i	i	i

(17) COc1ccc(CCC(=O)OCC(=O)Nc2ccccc2)cc1
(18) COc1ccc(Cn2c(=S)[nH]c3cc(OC)c(OC)cc3c2=O)cc1
(19) Cn1c(=O)[nH]c(=O)c2c1nc(N1CCCCC1)n2CCSc1ncccn1
(20) CCCN1C(=O)SC(CC(=O)Nc2cccc3ccccc23)C1=O (configuration not stated)
(21) Cc1nn(C(C)C(=O)NCCN2CCCCCC2)c(=O)c2nn(-c3ccccc3)c(C)c12 (configuration not stated)
(22) Cc1ccc(N(C(=O)CCC(=O)Nc2cc(C)on2)C(C(=O)NC2CCCC2)c2cccs2)cc1 (configuration not stated)
(23) CCn1c(SCC(=O)N(C)CC(=O)Nc2ccc(F)c(F)c2F)nnc1-c1ccco1
(24) Cc1cccc(-n2c(=O)c3c(c4cc(C)ccc4n3C)n(CC(=O)NCC3CCCO3)c2=O)c1 (configuration not stated)
Screen / compound no.	17	18	19	20	21	22	23	24
EPAC2 ag	9%	-4%	6%	-11%	3%	6%	-3%	x
ATXN2 expr inh	32%	11%	-20%	40%[activator]	9%	-7%	-1%	12%
IL2 activator	0.1	-3.5	-0.8	-3.0	0.6	1.6	0.9	x
HepG2 tox	-5%	-1%	-11%	20%	0%	-2%	0%	-74%
Nrf2 ARE act	0.3%	2.2%	0.0%	u	0.0%	-0.4%	13%	0.2%
Nrf2 inh	u	0%	8%	x	0%	-18%	-7%	33%
A549 viability	1%	6%	6%	0%	7%	3%	-3%	-14%
TGFb SMAD3 inh	-2%	13%	-2%	-4%	2%	1%	-2%	-16%
S2 tox	i	i	i	u	i	u	i	i

(25) Cc1ccc([N+](=O)[O-])cc1N/C=C/C(=O)c1ccco1
(26) O=C(CCC(=O)N1CCCC1)Nc1ccc(Cl)c(Cl)c1
(27) O=C(/C=C/c1ccc(Br)cc1)c1ccco1
(28) CCCCc1cc(=O)oc2cc(OC3CCCCC3=O)ccc12 (configuration not stated)
(29) CCOc1ccc(NC(=O)CC2C(=O)N(c3ccc(OC)cc3)C(=O)N2CCc2cccs2)cc1 (configuration not stated)
(30) C=CCN1C(=O)C(Cc2ccccc2)SC1=Nc1ccc(C(=O)O)cc1 (configuration not stated)
(31) Cc1ccc2[nH]c(=O)c(-c3nc4ccccn4c3NCc3ccco3)cc2c1
(32) CN(C)c1ccc(C(CNC(=O)c2ccc(F)cc2)c2c[nH]c3ccccc23)cc1 (configuration not stated)
Screen / compound no.	25	26	27	28	29	30	31	32
EPAC2 ag	8%	1%	3%	-2%	2%	-9%	13%	13%
ATXN2 expr inh	1%	0%	-25%[11.3 µM]	x	-1%	-6%	24%	-20%
IL2 activator	0.6	-2.9	-6.4	0.6	0.5	-0.6	-2.0	1.8
HepG2 tox	-44%	-9%	-60%	2%	-19%	0%	-27%	-16%
Nrf2 ARE act	u	0.1%	3.8%	2.3%	-0.1%	0.1%	3.3%	1.6%
Nrf2 inh	u	-5%	-7%	11%	-13%	-15%	1%	-9%
A549 viability	u	10%	-5%	14%	-14%	0%	3%	0%
TGFb SMAD3 inh	-26%	-12%	u	-5%	4%	17%	-6%	u
S2 tox	i	i	i	i	i	u	i	u

Filtered by structure, the compounds so far with a furan ring, fused or not.
(8) Cc1cc(C(=O)NCc2ccco2)sc1C
(14) Cc1ccc(SCc2[nH]nc3c2C(c2ccco2)C(C#N)=C(N)O3)cc1 (configuration not stated)
(23) CCn1c(SCC(=O)N(C)CC(=O)Nc2ccc(F)c(F)c2F)nnc1-c1ccco1
(25) Cc1ccc([N+](=O)[O-])cc1N/C=C/C(=O)c1ccco1
(27) O=C(/C=C/c1ccc(Br)cc1)c1ccco1
(31) Cc1ccc2[nH]c(=O)c(-c3nc4ccccn4c3NCc3ccco3)cc2c1
Screen / compound no.	8	14	23	25	27	31
EPAC2 ag	4%	5%	-3%	8%	3%	13%
ATXN2 expr inh	5%	-7%	-1%	1%	-25%[11.3 µM]	24%
IL2 activator	-0.6	0.9	0.9	0.6	-6.4	-2.0
HepG2 tox	-1%	13µM*	0%	-44%	-60%	-27%
Nrf2 ARE act	4.2%	17%	13%	u	3.8%	3.3%
Nrf2 inh	7%	4%	-7%	u	-7%	1%
A549 viability	0%	-3%	-3%	u	-5%	3%
TGFb SMAD3 inh	-7%	u	-2%	-26%	u	-6%
S2 tox	i	i	i	i	i	i

(next part)
(33) Cc1nc2ccc(NC(=S)NC(C)C)cc2nc1C
(34) CCOC(=O)c1cnn(-c2ccc(C(C)C)cc2)c1NC(=O)C1CCC1
(35) CN(CC(=O)Nc1ccc(F)cc1)C(=O)CNC(=O)C1CCCCC1
(36) CCCC12CN3CC(C)(CN(C1)C3c1ccc(OCc3ccccc3)cc1)C2=O (configuration not stated)
(37) CCOC(=O)c1c(NC(=O)COC(=O)c2ccccn2)sc(C(=O)N(C)C)c1C
(38) Cc1nc(-c2ccc(F)cc2)c(CC(=O)N(C)CC(=O)Nc2ccccc2C(F)(F)F)s1
(39) CC(=O)NCCCc1nc2ccccc2n1Cc1ccccc1F
(40) COc1ccc(NC(=O)c2ccc(-n3cccn3)c([N+](=O)[O-])c2)cc1
(41) CCOC(=O)C1=C[C@@H](C(C)(C)C)N(S(=O)(=O)c2ccc(C)cc2)[C@H]1c1ccccc1
(42) CC(C)(C)OC(=O)N1CCCC1C(=O)O (configuration not stated)
Screen / compound no.	33	34	35	36	37	38	39	40	41	42
EPAC2 ag	1%	0%[15.6 µM]	7%	x	4%	7%	1%	5%	3%	-2%
ATXN2 expr inh	27%	23%	-10%	5%	-5%	0%	-6%	-11%	-11%	1%
IL2 activator	0.2	0.3	0.4	x	-0.5	-2.6	0.2	-2.7	0.4	-3.4
HepG2 tox	-2%	2%	-7%	-3%	2%	3%	-28%	-34%	-25%	-2%
Nrf2 ARE act	3.1%	3.3%	-0.8%	0.0%	-0.2%	-0.7%	0.3%	-0.4%	3.3%	-0.3%
Nrf2 inh	u	-10%	-23%	13%	4%	14%	-13%	u	x	-8%
A549 viability	x	-9%	-3%	5%	2%	1%	3%	-7%	x	-22%
TGFb SMAD3 inh	-2%	-11%	2%	-16%	2%	4%	-14%	-9%	u	-23%
S2 tox	i	i	i	i	i	i	i	i	i	i
